JMJD2A Tudor: JMJD2A Tudor domain (human) inhibition; Potency, µM (top dose mostly 114 µM), for the others: top-dose activity change, negative = inhibition, usual class: inhibitors; AID 504339; O75164; AlphaScreen JMJD2A-Tudor / H3K4me3 peptide binding; actives 4.4% (n = 390,000); further: potency means the concentration at half of the fitted maximal effect; on the % scale 0 is the no-effect control and ±100 the full control effect; nearly all actives have a fitted effect of over 50% in size
G9a block: G9a (human) methyltransferase inhibition; G9a H3K9 monomethylation, AlphaScreen, 2 h; actives 8.8% (n = 350,000); Q96KQ7; Potency, µM (doses to about 102 µM), without a hit: at the highest dose activity, negative = inhibition, hits mostly inhibitors; further: potency means the concentration at half of the fitted maximal effect; on the % scale 0 is the no-effect control and ±100 the full control effect; nearly all actives have a fitted effect of over 75% in size
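G9a (20 nM) preincubated 15 min RT with compounds, then 500 nM biotinylated H3K9 peptide and 20 uM SAM added; 2 h RT reaction. Monomethyl-H3K9 product detected by AlphaScreen with anti-H3K9me1 antibody, streptavidin donor and anti-rabbit IgG acceptor beads.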
PGK inhibitor: T. brucei PGK inhibition; actives 0.043% (n = 380,000); Potency, µM (series often up to 57.5 µM), without a hit: top-dose activity change, negative = inhibition, hits mostly inhibitors; P07378; PGK/GAPDH coupled, Kinase-Glo luminescence, 60 min; further: potency means the concentration at half of the fitted maximal effect; on the % scale 0 is the no-effect control and ±100 the full control effect; nearly all actives have a fitted effect of over 60% in size
Target sequence (P07378 whole entry, looked up): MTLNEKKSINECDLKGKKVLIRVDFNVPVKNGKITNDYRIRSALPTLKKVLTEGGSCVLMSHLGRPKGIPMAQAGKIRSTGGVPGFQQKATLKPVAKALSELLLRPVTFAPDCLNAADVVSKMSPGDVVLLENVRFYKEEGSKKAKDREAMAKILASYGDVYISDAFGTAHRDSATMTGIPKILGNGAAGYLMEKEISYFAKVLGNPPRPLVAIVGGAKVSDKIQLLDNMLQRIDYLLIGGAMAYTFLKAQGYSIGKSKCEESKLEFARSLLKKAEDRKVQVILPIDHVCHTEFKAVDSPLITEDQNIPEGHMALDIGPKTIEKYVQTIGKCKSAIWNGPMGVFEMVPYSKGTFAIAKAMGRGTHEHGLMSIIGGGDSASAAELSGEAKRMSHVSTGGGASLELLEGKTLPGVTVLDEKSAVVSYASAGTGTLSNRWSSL
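Luminescent ATP detection (Kinase-Glo Plus) follows a 60-minute room-temperature incubation, with wells lacking PGK as controls. Buffer: 100 mM TEA (pH 7.6), 5 mM MgCl2, 0.01% Tween-20. Coupling enzyme GAPDH (100 nM final) supplies unstable 1,3-BPG in-well.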
PI4K2A block: inhibitors of human PI4K2A. Q9BTU6. AID 1346378. actives 0.13% (n = 420,000). activity change, negative = inhibition, % at 76.9 µM. purified PI4K2A, ADP-Glo luminescence, 1 h; hits give low values; in the data active means activity change below about -50%; inconclusive means mostly about -30% to -49%;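 further: -100% = wells without enzyme as full effect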
Target sequence (Q9BTU6 whole entry, looked up): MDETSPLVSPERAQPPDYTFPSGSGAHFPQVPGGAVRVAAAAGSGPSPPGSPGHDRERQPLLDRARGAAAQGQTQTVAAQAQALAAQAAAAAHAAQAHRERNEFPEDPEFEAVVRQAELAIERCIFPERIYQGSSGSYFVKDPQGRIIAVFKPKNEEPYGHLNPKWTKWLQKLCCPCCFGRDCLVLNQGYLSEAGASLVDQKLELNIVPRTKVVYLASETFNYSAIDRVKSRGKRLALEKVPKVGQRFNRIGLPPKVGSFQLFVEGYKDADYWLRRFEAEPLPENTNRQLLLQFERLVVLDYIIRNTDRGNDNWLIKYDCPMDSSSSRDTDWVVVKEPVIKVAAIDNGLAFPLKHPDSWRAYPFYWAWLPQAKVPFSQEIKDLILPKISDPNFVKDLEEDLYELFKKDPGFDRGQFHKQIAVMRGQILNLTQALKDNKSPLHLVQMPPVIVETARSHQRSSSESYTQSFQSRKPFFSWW
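ADP-Glo luminescence measured ADP generated by PI4K2A enzyme (4 ug/mL before mixing) with 1.2 mM PI substrate (pre-mix) and 300 microM ATP (pre-mix). Tris pH7.5 buffer with MgCl2, Triton X-100; 1 h reaction at ambient temperature.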
GLS inhibitor: blocks human kidney-isoform glutaminase activity; AID 624170; actives 0.21% (n = 410,000); Potency, µM (doses to about 45.5 µM), for inactives: at the top dose activity change, negative = inhibition, actives largely listed as inhibitors; GLS enzymatic activity, qHTS titration; O94925; further: potency means the concentration at half of the fitted maximal effect; on the % scale 0 is the no-effect control and ±100 the full control effect
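Enzyme dispensed in phosphate buffer (45 mM, pH 8.2, 0.02% Tween-20), compounds pinned in, then 1 mM L-glutamine solution and the glutamate oxidase–HRP–Amplex Red mix added; fluorescence read immediately and again after 30 min at room temperature.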
HP1b chromo inh: inhibitors of HP1-beta chromodomain binding to methylated histone tails; P83916; AlphaScreen HP1-beta / biotin-H3K9me3 peptide binding; Potency, µM (top dose mostly 114 µM), without a hit: at the top dose activity change, negative = inhibition, most hits filed as inhibitors; actives 0.56% (n = 390,000); further: potency means the concentration at half of the fitted maximal effect; nearly all actives have a fitted effect of over 70% in size; inactives centre near 23
Target sequence (P83916 whole entry, looked up): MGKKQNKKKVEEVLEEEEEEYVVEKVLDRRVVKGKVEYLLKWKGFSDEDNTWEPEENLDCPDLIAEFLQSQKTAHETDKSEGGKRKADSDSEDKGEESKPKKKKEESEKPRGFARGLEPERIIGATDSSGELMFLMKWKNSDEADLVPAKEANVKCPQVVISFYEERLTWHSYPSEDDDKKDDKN
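AlphaScreen: HP1-beta (50 nM) preformed 30 min with biotin-H3(1-18)K9me3 peptide (50 nM) in PBS pH 7.4, 0.01% Tween-20. Compound added for 30 min at RT, then streptavidin donor/nickel chelate acceptor beads (10 ug/mL) for 30 min.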
BAZ2B block: blocks human BAZ2B | AlphaScreen BAZ2B-H3K14Ac peptide displacement | Potency, µM (series often up to 114 µM), without a hit: at the highest dose activity change, negative = inhibition, usual class: inhibitors | actives 4.4% (n = 360,000); further: potency means the concentration at half of the fitted maximal effect; on the % scale 0 is the no-effect control and ±100 the full control effect; nearly all actives have a fitted effect of over 60% in size
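Multi-concentration screen (max 110 uM) measuring displacement of acetylated histone H3 peptide from BAZ2B by AlphaScreen, using 50 nM protein, 50 nM peptide and 10 ug/mL streptavidin donor plus Ni-chelate acceptor beads.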
ERG Ets-DNA blk: inhibitors of human ERG Ets domain-DNA interaction; P11308; AID 624246; actives 0.028% (n = 370,000); Potency, µM (titrated, usually from 76.9 µM), inactives show at the top dose FP activity, negative = inhibition, usual class: inhibitors; fluorescence polarization, His-ERG Ets domain / labelled DNA; active means well fitted inhibition curve with a large enough effect in the polarisation, with a control signal flat; inconclusive means small, poorly fitted or top-dose-only effect, or effect the other way, or a change in a side signal; inactive means no such curve, though single readings can be large or run the other way; the % refers to the polarisation;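 further: polarization taken with two DNA probes labelled with fluorescein and Texas red; potency means the concentration at half of the fitted maximal effect; % of control where 0% means no effect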
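His-tagged ERG Ets domain (1 uM in the protein solution; 300mM KCl, 50mM Tris-HCl, 1mM EDTA, 1mM DTT, pH 7.5) received compound, then a probe mix of 5 nM fluorescein-DNA and 100nM Texas-615-DNA. Fluorescence polarization was read for both dyes.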
Pin1 inhibitor: inhibitors of human Pin1 | Q13526 | Pin1 FP peptide displacement, HiFluor488, 10 min | Potency, µM (top dose mostly 115 µM), for inactives: at the top dose activity, negative = inhibition, actives largely listed as inhibitors | actives 0.009% (n = 390,000) | AID 504891; active means well fitted inhibition curve with a large enough effect in the polarisation, with a control signal flat, not every such curve was filed as active; inconclusive means small, poorly fitted or top-dose-only effect, or effect the other way, or a change in a side signal; inactive means no such curve, though single readings can be large or run the other way; the % refers to the polarisation; further: potency means the concentration at half of the fitted maximal effect; on the % scale 0 is the no-effect control and ±100 the full control effect
An asterisk follows results filed as active; i = inactive; ? = inconclusive; nt = not tested or not shown; [ ] = remark or other dose. Unless noted, the call rests on the fitted dose curve; in most records, active means well fitted curve in the direction sought with a large enough effect; inconclusive means small, poorly fitted or top-dose-only effect, or another doubt; inactive means no such curve, though single readings can be large; an effect the other way counts as inactive or inconclusive. Rows are unselected; any-hit rate near 11%.

SMILES	JMJD2A Tudor	G9a block	PGK inhibitor	PI4K2A block	GLS inhibitor	HP1b chromo inh	BAZ2B block	ERG Ets-DNA blk	Pin1 inhibitor
CCCNC(=O)c1ccccc1NS(=O)(=O)c1ccc2c(c1)OCCO2	-13%[57.1 µM]	-17%[12.7 µM]	0%	-4	-2%	50%[activator]	-33%	2%	3%
Oc1ccccc1-c1nnc(COc2ccc(Cl)cc2Cl)o1	40µM*	?	-5%	2	25%	7%	4%	1%	?
Cn1c(=O)c2c(nc(NCc3ccccc3)n2CC(=O)NCc2ccccc2)n(C)c1=O	-11%	11%[12.7 µM]	i	6	10%	9%	3%	7%	1%
Cc1ccccc1NC(=O)CCn1nc(-c2ccccc2)c2ccccc2c1=O	-7%	-3%[59 µM]	-7%	-1	-10%	-9%	2%	0%	16%
CCN(CC)S(=O)(=O)c1cccc(NC(=O)c2ccc(SC)cc2OC)c1	-24%	-2%	i	5	-6%	19%	-3%	0%	19%
CCCc1cc(=O)[nH]c(-n2[nH]c3c(c2=O)CCCC3)n1	?	57%[activator][59 µM]	i	-6	-22%	37%[activator]	-9%	43%[activator]	?
O=C(CN(Cc1cccs1)C(=O)CNS(=O)(=O)c1ccccc1)NC1CCCC1	5%	6%	0%	3	-27%	51%[activator]	-3%	0%	-5%
CC1Cc2cc(/C=C3/SC(=S)N(C)C3=O)ccc2O1 (stereo unspecified)	?	-14%	i	-2	-4%	-11%	-24%	4%	-1%
Cc1ccc(-c2cc(-c3ccccc3)no2)cc1	2%	14%[2.33 µM]	i	-21	-9%	68%[activator]	1%	0%	-6%
CCCN(CC(=O)Nc1cc(Cl)ccc1Cl)C(=O)c1ccc2n[nH]nc2c1	-15%	0%[2.33 µM]	9%	9	10%	46%[activator]	15%	2%	9%
CC(C)CC(NC(=O)c1ccccc1)C(=O)OCC(=O)Nc1ccc(Br)cn1 (stereo unspecified)	-16%	-46%	4%	3	-1%	19%	7%	-4%	3%
CC(C)c1cc(C(=O)N/N=C/c2ccoc2)c(O)c(C(C)C)c1	-27%	3%	-8%	4	19%	23%	-34%	23%	-5%
Cn1nccc1C(=O)N1CCN(c2ccccc2F)CC1	-16%	nt	i	-5	-1%	25%	-3%	1%	-6%
O=C(C1CCCN(S(=O)(=O)c2ccc(F)cc2)C1)N1CCOCC1 (stereo unspecified)	-18%	nt	-1%	-4	6%	16%[57 µM]	nt	12%	10%
NC(=O)C1CCN(C2=C(NS(=O)(=O)c3ccc(Cl)cc3)C(=O)c3ccccc3C2=O)CC1	?	25µM*	-2%	-6	22%	-20%	35µM*	31%[activator]	?
CN1C=CC=C/C1=C1\SC(=S)N(Cc2ccccc2)C1=O	?	20µM*	6%	11	8%	-19%	50µM*	4%	?
CC(=O)Nc1ccc(Nc2nc(C)c([N+](=O)[O-])c(N(C)c3ccccc3)n2)cc1	?	nt	i	-1	-10%	?	?	1%	-10%
O=C(N/N=C/c1ccc(C(F)(F)F)cc1)c1ccncc1	-5%	4%	i	0	-3%	30%	-1%	13%	1%
O=C(OCc1ccccc1)c1ccc(NCc2cc(O)ccc2O)cc1	25µM*	nt	-14%	-2	?	?	nt	nt	-3%
COc1cccc(CNC(=O)N2CCc3c(sc4c3CCCC4)C2c2ccc(F)cc2)c1 (stereo unspecified)	-19%	-5%[59 µM]	i	-2	-4%	-3%	-23%	8%	-6%
CCc1cc(C(c2cccc(OC)c2)N2CCOCC2)c(NC(=O)c2ccccc2)s1 (stereo unspecified)	-23%	5%	-5%	-10	7%	29%	-31%	12%	-4%
CC(=O)/C(C(=N)N1CCN(C(c2ccccc2)c2ccccc2)CC1)=C(\C)O	-7%	20%[59 µM]	-4%	-18	-3%	17%	nt	-3%	-10%
Cc1ccc(SCC(=O)OCC(=O)NCc2ccco2)cc1	-9%	23%[12.7 µM]	-7%	-1	10%	7%	1%	4%	-1%
Cc1cc(C(=O)COC(=O)C2COc3ccccc3O2)c(C)n1CC1CCCO1 (stereo unspecified)	?	1%[12.7 µM]	-6%	4	-2%	-22%	?	-6%	-2%
COc1ccc(/C=N/NC(=O)Nc2cccc3nsnc23)cc1	71µM*	0%[59 µM]	i	-3	-14%	11%	-28%	-6%	2%
CC(C)CC(NC(=O)C1CCC(C)CC1)C(=O)N1CCN(c2ccccn2)CC1 (stereo unspecified)	-11%	4%	-9%	3	0%	16%	8%	9%	-6%
CN(C)S(=O)(=O)c1ccc(NC(=O)CSc2n[nH]c(=O)n2C2CC2)cc1	-20%	?	i	2	-3%	28%	7%	-2%	1%
COCc1c(C(=O)N2CCN(c3ccc(C(F)(F)F)cn3)CC2)oc2ccccc12	-9%	13%[59 µM]	i	-1	0%	44%[activator]	-2%	7%	2%
Cc1cc(C)n2nc(C(=O)N3CCCC(Nc4ccc(C(C)C)cc4)C3)cc2n1 (stereo unspecified)	-23%	16%[59 µM]	-6%	-6	0%	15%	-21%	-6%	-4%
Cc1ccc(NC(=O)CCC(=O)NNC(=O)Nc2cccc(Cl)c2)c(C)c1	-16%	nt	2%	-1	10%	18%	-6%	0%	2%

A different layout for 10 compounds above.
Each structure is followed by: JMJD2A Tudor | G9a block | PGK inhibitor | PI4K2A block | GLS inhibitor | HP1b chromo inh | BAZ2B block | ERG Ets-DNA blk | Pin1 inhibitor
O=C(OCc1ccccc1)c1ccc(NCc2cc(O)ccc2O)cc1
→ 25µM* | nt | -14% | -2 | ? | ? | nt | nt | -3%
COc1cccc(CNC(=O)N2CCc3c(sc4c3CCCC4)C2c2ccc(F)cc2)c1 (stereo unspecified)
→ -19% | -5%[59 µM] | i | -2 | -4% | -3% | -23% | 8% | -6%
CCc1cc(C(c2cccc(OC)c2)N2CCOCC2)c(NC(=O)c2ccccc2)s1 (stereo unspecified)
→ -23% | 5% | -5% | -10 | 7% | 29% | -31% | 12% | -4%
CC(=O)/C(C(=N)N1CCN(C(c2ccccc2)c2ccccc2)CC1)=C(\C)O
→ -7% | 20%[59 µM] | -4% | -18 | -3% | 17% | nt | -3% | -10%
Cc1ccc(SCC(=O)OCC(=O)NCc2ccco2)cc1
→ -9% | 23%[12.7 µM] | -7% | -1 | 10% | 7% | 1% | 4% | -1%
Cc1cc(C(=O)COC(=O)C2COc3ccccc3O2)c(C)n1CC1CCCO1 (stereo unspecified)
→ ? | 1%[12.7 µM] | -6% | 4 | -2% | -22% | ? | -6% | -2%
COc1ccc(/C=N/NC(=O)Nc2cccc3nsnc23)cc1
→ 71µM* | 0%[59 µM] | i | -3 | -14% | 11% | -28% | -6% | 2%
CC(C)CC(NC(=O)C1CCC(C)CC1)C(=O)N1CCN(c2ccccn2)CC1 (stereo unspecified)
→ -11% | 4% | -9% | 3 | 0% | 16% | 8% | 9% | -6%
CN(C)S(=O)(=O)c1ccc(NC(=O)CSc2n[nH]c(=O)n2C2CC2)cc1
→ -20% | ? | i | 2 | -3% | 28% | 7% | -2% | 1%
COCc1c(C(=O)N2CCN(c3ccc(C(F)(F)F)cn3)CC2)oc2ccccc12
→ -9% | 13%[59 µM] | i | -1 | 0% | 44%[activator] | -2% | 7% | 2%

Next compounds
SMILES	JMJD2A Tudor	G9a block	PGK inhibitor	PI4K2A block	GLS inhibitor	HP1b chromo inh	BAZ2B block	ERG Ets-DNA blk	Pin1 inhibitor
Cc1ccc(Cl)cc1N1CCN(C(=O)C2CCN(S(=O)(=O)c3c(C)nn(C)c3C)CC2)CC1	-23%	?	-2%	0	-2%	12%	?	1%	-7%
O=C(C#Cc1ccccc1)c1ccco1	-5%	40µM*	-9%	-2	13%	54%[activator]	2%	-7%	2%
CN(C(=O)COc1ccccc1C(=O)NCCOc1ccccc1)c1ccccc1	-8%	11%	-5%	6	-1%	9%	-1%	10%	-8%
COC(=O)c1cn(NC(=O)Cc2ccccc2OC)c(=O)c2ccccc12	-4%	1%	6%	2	4%	29%	-29%	-6%	0%
Cc1ccc(S(=O)(=O)NCCNC(=O)N2CCOCC2)cc1	3%	7%	7%	3	nt	21%	-3%	1%	12%
CC(C)(C)OC(=O)NCCCC[C@H](NC(=O)c1nc[nH]c1C(=O)NCc1ccccc1)C(=O)OC(C)(C)C	-27%	21%[59 µM]	12%	-1	-5%	32%	-3%	3%	5%
CCc1noc(C)c1C(=O)N1CC(C)SC1=Nc1ccc(Cl)cc1 (stereo unspecified)	32%	10%[12.7 µM]	-2%	0	6%	63%[activator]	6%	2%[15.4 µM]	-12%
COc1cccc(N2CCN(C(=O)Cn3ncc4c5ccccc5n(C)c4c3=O)CC2)c1	-13%	10%[59 µM]	i	-3	6%	13%	4%	6%	-5%
Cc1cccc(OCCCCCN2CCOCC2)c1	1%	18%[59 µM]	-5%	4	-2%	22%	-2%	-10%	-3%
N#Cc1nc(Cc2cccc3ccccc23)oc1NCC1CCCO1 (stereo unspecified)	?	?	i	9	0%	?	?	-3%	-1%
CCOC(=O)N1CCC(NC(=O)c2cc3c(-c4ccccc4F)nn(C)c3s2)CC1	-1%	4%	-8%	-2	-5%	32%	6%	4%	5%
O=C(NNc1ccccc1C(F)(F)F)c1sccc1Br	-13%	18µM*	5%	1	14%	52%[activator]	-12%	-4%	0%

High-throughput results (PubChem)
